OX1R FRET antag: antagonists of human orexin 1 receptor (OX1R); OX1R-expressing cells, FRET antagonist read-out; inhibition, % at 6.6 µM; actives 1.8% (n = 330,000); AID 485270; in the data active means inhibition mostly above about 38%, no sharp cut-off; inactive means mostly below about 40%;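 further: 0% = agonist challenge alone and 100% = reference antagonist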
Target sequence (O43613 whole entry, looked up): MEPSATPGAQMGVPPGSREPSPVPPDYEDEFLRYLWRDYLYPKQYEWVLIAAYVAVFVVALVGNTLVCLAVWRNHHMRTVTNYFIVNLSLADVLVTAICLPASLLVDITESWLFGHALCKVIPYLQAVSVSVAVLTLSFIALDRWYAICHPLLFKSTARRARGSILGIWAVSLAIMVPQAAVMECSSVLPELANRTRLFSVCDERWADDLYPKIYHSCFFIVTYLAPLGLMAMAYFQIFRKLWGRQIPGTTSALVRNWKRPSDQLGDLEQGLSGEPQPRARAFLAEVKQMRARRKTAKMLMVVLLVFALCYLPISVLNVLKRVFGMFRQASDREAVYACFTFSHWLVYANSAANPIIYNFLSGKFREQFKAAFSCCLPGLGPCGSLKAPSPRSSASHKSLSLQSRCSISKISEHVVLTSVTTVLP
STK33 inh: blocks human STK33 kinase activity; AID 2661; purified STK33, MBP phosphorylation, ADP-Glo luminescence; actives 0.073% (n = 320,000); inhibition, % at 10 µM;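 active means inhibition at or above 25%, using the most active replicate where run in duplicate; inactive means inhibition below 25%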
Target sequence (Q9BYT3 whole entry, looked up): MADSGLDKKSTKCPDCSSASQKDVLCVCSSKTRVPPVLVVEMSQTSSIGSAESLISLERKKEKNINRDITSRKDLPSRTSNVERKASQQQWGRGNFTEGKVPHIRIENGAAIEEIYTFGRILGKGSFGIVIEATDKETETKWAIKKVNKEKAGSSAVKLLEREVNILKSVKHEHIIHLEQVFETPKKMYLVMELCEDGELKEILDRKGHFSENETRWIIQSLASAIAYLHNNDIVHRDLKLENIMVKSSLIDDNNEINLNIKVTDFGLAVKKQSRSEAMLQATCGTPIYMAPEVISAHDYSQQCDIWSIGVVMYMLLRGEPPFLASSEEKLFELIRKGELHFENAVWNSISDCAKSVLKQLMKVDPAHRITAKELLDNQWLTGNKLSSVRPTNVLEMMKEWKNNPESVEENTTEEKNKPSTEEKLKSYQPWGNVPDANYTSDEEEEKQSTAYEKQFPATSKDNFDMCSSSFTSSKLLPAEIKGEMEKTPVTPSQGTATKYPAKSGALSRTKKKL
Numbers without * were called inactive. These rows are one share of the data; count on the stated rates, not on these rows.

Screening O=C(C(=O)N1CCOCC1)c1cn(Cc2ccccc2)c2ccccc12 returned OX1R FRET antag 20.5 and STK33 inh 0.5.
`CCCCc1ncc(CN2CCCC(C(=O)c3ccc(SC)cc3)C2)[nH]1` (stereo not drawn) gave OX1R FRET antag 11.4 and STK33 inh -1.6.
Screening COC1=CC(=O)[C@]2(C=C1OC)OC[C@@H]1Oc3c(ccc4c3C=CC(C)(C)O4)C(=O)[C@@H]12 returned OX1R FRET antag 32.6 and STK33 inh 0.0.
Screening O=C(Nc1cccc(OC(=O)N2CCOCC2)c1)N1CCOCC1 returned OX1R FRET antag 1.0 and STK33 inh -0.8.
Screening CCN(CC)P(=S)(c1c(C)nc2ccccn12)c1c(C)nc2ccccn12 returned OX1R FRET antag 32.5 and STK33 inh -1.0.
CCC(C)c1ccc(N2C(=O)NC(=O)/C(=C/c3cccn3CCOc3ccc(C)cc3)C2=O)cc1 (stereo not drawn) was read as OX1R FRET antag 9.6 and STK33 inh -0.4.
`COC(=O)C1=C(c2cccc(C#N)c2)C[C@@H]2CC[C@H]1N2C(=O)N1CCC(O)CC1` gave OX1R FRET antag 9.7 and STK33 inh -2.5.
`CN1C2CCC1CC(OC(=O)CCN1CCCC1)C2` (stereo not drawn) gave OX1R FRET antag 10.6 and STK33 inh -1.2.
For Cc1cccc(NP(C)(=O)c2nc3c(s2)CCCC3)c1 (stereo not drawn) the results were OX1R FRET antag 4.0 and STK33 inh -1.5.
O=S(=O)(c1ccc(O)cc1)c1ccc(O)cc1 was read as OX1R FRET antag -3.2 and STK33 inh -0.7.
For Cc1c(C)c2ccc(OCC(=O)N3CCC(C(=O)O)(c4ccccc4)CC3)cc2oc1=O the results were OX1R FRET antag 8.2 and STK33 inh -0.5.
For CCCCCn1c(NC(=O)c2ccco2)c(C(=O)OCC)c2nc3ccccc3nc21 the results were OX1R FRET antag 23.9 and STK33 inh -0.2.
Screening Cc1ccccc1O returned OX1R FRET antag 1.3.
c1csc(CN2CCNCC2)c1 was read as OX1R FRET antag 10.8 and STK33 inh -1.9.
Cc1ccc(Cl)cc1N1CCN(CCN)CC1 was read as OX1R FRET antag -3.4 and STK33 inh 0.1.
`CN1C(=O)N(C)C(=O)C2(Cc3cc(N)ccc3N3CCN(c4ccccc4F)CC32)C1=O` (stereo not drawn) gave OX1R FRET antag 16.3 and STK33 inh -7.1.
`COc1ccccc1NC(=O)c1cn(CCC#N)nc1-c1ccc(F)cc1` gave STK33 inh -2.9.
For COc1ccccc1N(CC(=O)NC1CCCCC1)C(=O)c1cnn(C(C)C)c1 the results were OX1R FRET antag 8.5 and STK33 inh -1.9.
For C[N+]1(C)CCN(c2ccccc2)CC1 the results were OX1R FRET antag 5.4 and STK33 inh -0.5.
C=Cn1ccnc1P(=S)(c1ccc(N(C)C)cc1)c1nccn1C=C was read as OX1R FRET antag 1.3 and STK33 inh -1.0.
`C[n+]1c(-c2ccccc2)c2cc(N)ccc2c2ccc(N)cc21` gave OX1R FRET antag 51.1* and STK33 inh 2.8.
Screening O=C(Cc1ccccc1)OCCNC(=O)c1cccnc1 returned OX1R FRET antag 11.8 and STK33 inh -0.8.
`COC(=O)C1=C(c2ccc3ccccc3c2)C[C@@H]2CC[C@H]1N2C(=O)N1CCC(O)CC1` gave OX1R FRET antag 9.8 and STK33 inh -1.5.
`COc1cc(OC)c2c(c1)OCC1CON(C)C21` (stereo not drawn) gave OX1R FRET antag 8.7 and STK33 inh -2.7.
O=C(c1c[nH]c2ccc(S(=O)(=O)N3CCOCC3)cc2c1=O)N1CCC2(CC1)OCCO2 was read as OX1R FRET antag -4.2 and STK33 inh -0.5.
C/C=C/CC1(CC)C(=O)NC(=S)NC1=O was read as OX1R FRET antag 8.2 and STK33 inh -0.1.
For COCCn1c(-c2ccccc2)cc(C(=O)O)c1C the results were OX1R FRET antag 9.1 and STK33 inh -1.0.
For C=Cn1ccnc1P(=S)(c1cc(N(CC)CC)ns1)c1nccn1C=C the results were OX1R FRET antag 15.8 and STK33 inh -0.9.
For COC(=O)C1=C(c2ccc(F)cc2F)C[C@@H]2CC[C@H]1N2C(=O)NCc1ccc(C(F)(F)F)cc1 the results were OX1R FRET antag -0.5 and STK33 inh 0.6.
CC[N+](CC)(CC)CC was read as OX1R FRET antag 14.3 and STK33 inh 0.0.
Screening COc1ccccc1C1=NCc2nnc(C)n2-c2ccc(Cl)cc21 returned OX1R FRET antag 0.6 and STK33 inh -1.8.
`CN1CCN(Cc2ccc(N)cc2)CC1` gave OX1R FRET antag 17.9 and STK33 inh -0.6.
CC(=O)Nc1ccc(C(=O)OCC(=O)Nc2ccc(Cl)cc2C(=O)c2ccccc2)cc1 was read as OX1R FRET antag 61.0 and STK33 inh 4.8.
`CC(C)n1c(=O)c(C=Nc2ccc(S(N)(=O)=O)cc2)c(O)n(Cc2ccco2)c1=O` gave OX1R FRET antag 14.2 and STK33 inh 1.0.
For CCCN1CCC[C@H](c2cccc(O)c2)C1 the results were OX1R FRET antag 16.1 and STK33 inh 11.8.
`C[C@]12CC[C@H]3[C@@H](CCC4=CC(=O)CC[C@@]43O)[C@@H]1CCC2=O` gave OX1R FRET antag -5.8 and STK33 inh -0.4.
For C[C@]1(O)CCC2C3CC[C@@H]4CC(=O)CC[C@]4(C)C3CC[C@@]21C (stereo partly drawn) the results were OX1R FRET antag 9.5 and STK33 inh 1.1.
`CC(C)c1cc(Br)c(NC(=O)Nc2cccnc2)c(Br)c1` gave OX1R FRET antag -5.1 and STK33 inh -1.1.
O=C(COC(=O)c1ccccc1)Nc1ccc(Cl)cc1C(=O)c1ccccc1 was read as OX1R FRET antag 24.6 and STK33 inh -1.1.
For CC(NCc1ccc(Cl)c(Cl)c1)C(O)c1ccccc1 (stereo not drawn) the results were OX1R FRET antag 6.9 and STK33 inh -1.3.
Screening CC(=O)O[C@H]1CCC2C3CCC4=CC(=O)CCC4=C3C=C[C@@]21C (stereo partly drawn) returned OX1R FRET antag 2.1 and STK33 inh -0.7.
For CSc1ccc(C(=O)C2CCCN(CCCn3cccn3)C2)cc1 (stereo not drawn) the results were OX1R FRET antag 7.7 and STK33 inh 0.3.
`Cc1c(C(=O)Nc2ccccc2)cc(-c2ccccc2)n1CCCN1CCOCC1` gave OX1R FRET antag 1.0 and STK33 inh -1.5.
For Cc1cccc(-n2c(O)c(/C=C3/C(c4ccccc4)=Nc4ccccc43)c(=O)[nH]c2=O)c1 the results were OX1R FRET antag 7.5 and STK33 inh 0.8.
For O=C(NC1CCCCC1)N1C[C@H]2C[C@@H](C1)c1cccc(=O)n1C2 the results were OX1R FRET antag -1.3 and STK33 inh -2.7.
Screening CN1C(=O)C(C2c3ccccc3C(=O)N2Cc2ccc([N+](=O)[O-])cc2)C(=O)N(C)C1=O (stereo not drawn) returned OX1R FRET antag 20.8 and STK33 inh -2.5.
Screening COc1cc(C(=S)N2CCOCC2)cc(OC)c1OC(=O)Cc1ccccc1 returned OX1R FRET antag 22.6 and STK33 inh -0.4.
Cc1cc(NC(=O)COC(=O)c2c(C)nn(Cc3ccccc3Cl)c2C)no1 was read as OX1R FRET antag 10.4 and STK33 inh 4.0.
Screening COC(=O)C1=C(c2ccc(F)cc2OCc2ccccc2)C[C@@H]2CC[C@H]1N2C(=O)NCc1ccc(C(C)(C)C)cc1 returned OX1R FRET antag 3.3 and STK33 inh -0.6.
Screening CC(Cc1ccccc1)NC(=O)/C=C/C(=O)O (stereo not drawn) returned OX1R FRET antag 1.8 and STK33 inh -1.5.

Reprinted from the results shown for reference:
For COc1ccccc1N(CC(=O)NC1CCCCC1)C(=O)c1cnn(C(C)C)c1 the results were OX1R FRET antag 8.5 and STK33 inh -1.9.
For C[N+]1(C)CCN(c2ccccc2)CC1 the results were OX1R FRET antag 5.4 and STK33 inh -0.5.

Other records
Screening CCOC(=O)c1c(C)n(Cc2ccccc2)c2ccc(OCC(O)CNC(C)(C)C)cc12 (stereo not drawn) returned OX1R FRET antag 9.8 and STK33 inh -1.0.
For CCOC(=O)C1(CCc2ccccc2)CCN(Cc2ccc3c(c2)OCCO3)CC1 the results were OX1R FRET antag 20.0 and STK33 inh 1.1.
For COc1cccc(OC)c1CN1CCCC(C(=O)c2cccc(Cl)c2)C1 (stereo not drawn) the results were OX1R FRET antag 9.9 and STK33 inh -1.0.
For Cc1nc2c(-c3ccc(F)cc3)c(C)nn2c(C)c1CCC(=O)N1CCC2(CC1)OCCO2 the results were OX1R FRET antag 5.1 and STK33 inh 0.9.
For N#Cc1cc(F)c(N2CCNCC2)cc1Cl the results were OX1R FRET antag 11.8 and STK33 inh -2.0.
For COc1cc2c(cc1O)C[C@H]1c3c(cc(O)c(OC)c3-2)CCN1C the results were OX1R FRET antag 15.8 and STK33 inh 2.7.
For CC(O)(CS(=O)(=O)c1cccc(C(F)(F)F)c1)C(=O)Nc1cccc(C(F)(F)F)c1 (stereo not drawn) the results were OX1R FRET antag 12.5 and STK33 inh 0.6.
For O=c1c2ccccc2nc(-c2ccccc2Cl)n1-c1cccc(O)c1 the results were STK33 inh -0.1.
For COc1cccc(-c2nc(CS(=O)CC(=O)N3CCC4(CC3)OCCO4)c(C)o2)c1 (stereo not drawn) the results were OX1R FRET antag 11.8 and STK33 inh -0.7.
Screening c1cc2c(cc1CCNC1C3CC4CC(C3)CC1C4)OCO2 (stereo not drawn) returned OX1R FRET antag 15.2 and STK33 inh -1.9.

6 structures from above, sorted by molecular weight, low to high:
O=S(=O)(c1ccc(O)cc1)c1ccc(O)cc1 was read as OX1R FRET antag -3.2 and STK33 inh -0.7.
For Cc1cccc(NP(C)(=O)c2nc3c(s2)CCCC3)c1 (stereo not drawn) the results were OX1R FRET antag 4.0 and STK33 inh -1.5.
For COc1ccccc1N(CC(=O)NC1CCCCC1)C(=O)c1cnn(C(C)C)c1 the results were OX1R FRET antag 8.5 and STK33 inh -1.9.
Screening COc1cc(C(=S)N2CCOCC2)cc(OC)c1OC(=O)Cc1ccccc1 returned OX1R FRET antag 22.6 and STK33 inh -0.4.
For COc1cccc(-c2nc(CS(=O)CC(=O)N3CCC4(CC3)OCCO4)c(C)o2)c1 (stereo not drawn) the results were OX1R FRET antag 11.8 and STK33 inh -0.7.
`CN1C(=O)N(C)C(=O)C2(Cc3cc(N)ccc3N3CCN(c4ccccc4F)CC32)C1=O` (stereo not drawn) gave OX1R FRET antag 16.3 and STK33 inh -7.1.

(cont.)
Screening CCCC[N+]12CCC(CC1)C(C(O)(c1ccccc1)c1ccccc1)C2 (stereo not drawn) returned OX1R FRET antag 10.4 and STK33 inh 1.9.
`O=C(Cc1ccccc1)N1CCN(CCCc2ccccc2)CC1` gave STK33 inh -1.5.
Cc1ccc(NC(=O)CCNC(=O)N2C[C@H]3C[C@@H](C2)c2cccc(=O)n2C3)c(C)c1 was read as OX1R FRET antag 15.6 and STK33 inh 1.6.
For C/C=C(\C)C(=O)N[C@@H](c1ccccc1)[C@@H](O)C(=O)O[C@H]1C[C@@]2(O)[C@@H](OC(=O)c3ccccc3)C3[C@](C)(C(=O)[C@H](OC(C)=O)C(=C1C)C2(C)C)[C@H](O)C[C@H]1OC[C@@]31OC(C)=O (stereo partly drawn) the results were OX1R FRET antag 10.7 and STK33 inh -0.3.
For CCc1ccccc1N1C(=O)/C(=C/c2ccc(N3CCN(C)CC3)o2)C(=O)NC1=S the results were OX1R FRET antag 29.3 and STK33 inh 0.7.
`COC(=O)C1=C(c2ccc3ccccc3c2)C[C@@H]2CC[C@H]1N2C` gave OX1R FRET antag 17.4 and STK33 inh 0.1.
For CCOC(=O)C1=C(C)OC(N)=C(C#N)C12C(=O)N(C)c1ccccc12 (stereo not drawn) the results were OX1R FRET antag -0.9 and STK33 inh -0.6.
`Cc1ccc(-n2c(O)c(C=NC3CCCC3)c(=O)[nH]c2=O)c(C)c1` gave OX1R FRET antag 17.0 and STK33 inh 0.9.
For COc1ccc(N=C2SCCCN2C)cc1 the results were OX1R FRET antag 1.7 and STK33 inh 0.5.
Cc1cccc(N=Cc2c(O)n(C)c(=O)n(C)c2=O)c1 was read as OX1R FRET antag 8.9 and STK33 inh 0.1.

Two records drawn at random from those above, as already listed:
Screening c1cc2c(cc1CCNC1C3CC4CC(C3)CC1C4)OCO2 (stereo not drawn) returned OX1R FRET antag 15.2 and STK33 inh -1.9.
For CC(NCc1ccc(Cl)c(Cl)c1)C(O)c1ccccc1 (stereo not drawn) the results were OX1R FRET antag 6.9 and STK33 inh -1.3.

Remaining list, next part
CC(=O)Nc1ccccc1C(=O)OCC(=O)Nc1ncccn1 was read as OX1R FRET antag 5.7 and STK33 inh 0.5.
C=CCn1c(O)c(C(CC)=NCC2CCCO2)c(=O)[nH]c1=O (stereo not drawn) was read as OX1R FRET antag 1.2 and STK33 inh -0.6.
`Cc1ccsc1C(=O)C1CCCN(Cc2ccccc2O)C1` (stereo not drawn) gave OX1R FRET antag -2.3 and STK33 inh 0.4.
`COc1cccc(C(=O)C2CCCN(Cc3cccc4c3OCO4)C2)c1` (stereo not drawn) gave OX1R FRET antag 12.7 and STK33 inh -0.7.
For c1ccc2c(CCNCc3ccc4c(c3)OCO4)c[nH]c2c1 the results were OX1R FRET antag 3.8 and STK33 inh -1.7.
CC1C(C)N1CC(O)Cn1ccnc1[N+](=O)[O-] (stereo not drawn) was read as OX1R FRET antag 6.3 and STK33 inh -0.4.
`COc1nc2ccccc2nc1N1CCN(C)CC1` gave STK33 inh -0.1.
Screening Oc1c(Br)cc(Br)cc1Oc1ccc(Br)cc1Br returned OX1R FRET antag 56.7 and STK33 inh -0.2.
`O=C(c1ccc(CNS(=O)(=O)c2ccc(Br)cc2)cc1)N1CCC2(CC1)OCCO2` gave OX1R FRET antag 10.1 and STK33 inh -0.9.
Screening CC[C@H]1CN2CC[C@@]3(C(=O)Nc4ccccc43)[C@@H]2C[C@@H]1/C(=C\OC)C(=O)OC returned OX1R FRET antag 12.6 and STK33 inh 3.1.
For O=C1c2ccccc2C(=O)N1Cc1nc2ccccc2c(=O)n1-c1cccnc1 the results were OX1R FRET antag 23.5 and STK33 inh -0.9.
Screening CC1=NN(c2ccccc2)C(=O)/C1=C/c1c(O)[nH]c(=O)[nH]c1=O returned OX1R FRET antag 20.7 and STK33 inh 1.0.

Screening results from PubChem.
